NS5 inhibitors = Dengue-2 NS5 methyltransferase inhibitors, primary screen, biochemical, confirmation dose response (AID 588689); inhibition, % at 25 µM, or IC50 in µM where a hit was titrated; hit rate 0.3% among 340,000; Dengue-2 NS5 methyltransferase capping enzyme assay, biochemical; higher % means a stronger effect; in the data active means a potency from the dose series; inconclusive means inhibition above about 29% without an active follow-up result
MgcRacGAP inhibition = MgcRacGAP GTPase-activating activity inhibitors, confirmation, biochemical, ADP Hunter fluorescence; MgcRacGAP-stimulated Rac1 GTP hydrolysis, ADP Hunter fluorescence; higher % means a stronger effect; GST-tagged Rac1 F28L mutant substrate; one-dose inhibition, % at 30 µM; IC50 in µM for titrated hits; hit rate 0.6% among 340,000; AID 624330;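 active means first-screen hits whose inhibition reached a set limit at any dose in the follow-up dose series; inconclusive means inhibition above the set first-screen limit but never retested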;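 further: fluorescence reports GDP produced by GAP-driven GTP hydrolysis; strong numbers were not always called active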
NTR1 agonist = agonists of NTR1, primary screen, imaging, U2OS cells, beta-arrestin-GFP, high content (AID 493036). NTR1-U2OS beta-arrestin-GFP spot imaging, agonist mode. hit rate 0.17% among 330,000. P30989. activation, % at 20 µM;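 active means activation at or above 40% of the spot to cytoplasm intensity ratio, with at least 20 cells analyzed; inconclusive means wells under 20 cells, flagged as cytotoxic or low count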;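 further: 0% = DMSO without peptide and 100% = 100 nM NTR1 peptide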
Target sequence (P30989 whole entry, looked up): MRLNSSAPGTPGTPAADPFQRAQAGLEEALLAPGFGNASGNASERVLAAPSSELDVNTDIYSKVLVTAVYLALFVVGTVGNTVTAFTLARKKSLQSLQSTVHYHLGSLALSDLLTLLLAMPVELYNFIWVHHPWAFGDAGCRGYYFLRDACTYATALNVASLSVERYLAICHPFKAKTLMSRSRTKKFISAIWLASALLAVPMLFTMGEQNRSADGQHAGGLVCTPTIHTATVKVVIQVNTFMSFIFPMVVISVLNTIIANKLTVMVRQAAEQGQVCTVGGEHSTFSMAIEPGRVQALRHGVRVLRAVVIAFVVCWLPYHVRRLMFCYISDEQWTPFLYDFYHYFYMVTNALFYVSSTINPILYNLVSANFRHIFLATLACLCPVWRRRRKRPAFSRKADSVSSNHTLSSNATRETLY
Large T inhibition = SV40 large T antigen inhibitors, biochemical (AID 1903); SV40 large T antigen ATPase/helicase inhibition assay; higher % means a stronger effect; inhibition, % at 20 µM, or IC50 in µM where a hit was titrated; hit rate 0.39% among 310,000; in the data active means a potency from the dose series; inconclusive means inhibition mostly from about 32% at the one dose, without a potency; inactive means the rest, 99 in 100 with inhibition below about 32%; further: strong numbers were not always called active
Yfh1-depleted yeast = enhancers of respiration in Yfh1-depleted yeast, dose response, Friedreich's ataxia, plus single-dose screen (AID 1465); S. cerevisiae Yfh1-off respiration, WST-1 reduction, 72 h; higher fold induction means a stronger effect; one-dose fold induction at 50 µM; EC50 in µM for titrated hits; hit rate 0.074% among 220,000;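 active means fold induction of absorbance versus untreated yeast above a set limit, then at least 30% activation at any dose in follow-up; inconclusive means repeats straddling the limit, or above it without dose testing; inactive means fold induction below the set limit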;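 further: activators that raise dye reduction in frataxin-depleted yeast; strong numbers were not always called active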
GPR35 arrestin U2OS = inhibition of zaprinast-stimulated GPR35 beta-arrestin translocation – imaging, U2OS, beta-arrestin-GFP, zaprinast agonist, primary screen (AID 2058); U2OS GPR35 beta-arrestin-GFP translocation imaging, zaprinast antagonism; higher % means a stronger effect; inhibition, % at 10 µM, or IC50 in µM where a hit was titrated; hit rate 0.052% among 290,000;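 active means inhibition of at least 50% with at least 30 cells and total cytoplasm GFP at most 10,000,000; inconclusive means under 30 cells or total GFP of 10,000,000 plus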
GPR55 LPI antagonism = GPR55 antagonists blocking LPI-driven arrestin recruitment, primary screen, imaging, U2OS, beta-arrestin-GFP, LPI agonist (AID 2013) | hit rate 0.13% among 290,000 | inhibition, % at 10 µM; hits with a dose series show IC50 in µM | U2OS GPR55 beta-arrestin-GFP translocation imaging, LPI antagonism; higher % means a stronger effect;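 active means spots per cell inhibited over 60%, with over 100 cells counted and total cytoplasm intensity under 500,000; inconclusive means wells with under 100 cells, flagged as likely toxic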;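 further: U2OS cells stably carrying GPR55 and arrestin-GFP stimulated by 5 µM LPI near EC80; imaged beta-arrestin-GFP aggregate spots per cell after agonist stimulation; plate controls were LPI-stimulated DMSO wells for no effect and DMSO wells without LPI for full effect; some results filed as inactive read as strong as hits; confirmed hits need IC50 under 10 µM and bright autofluorescent wells are also inconclusive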
GPR55 activation = GPR55 agonists via beta-arrestin recruitment, primary screen, imaging, U2OS cells, beta-arrestin-GFP redistribution (AID 1961). activation, % at 10 µM, or EC50 in µM where a hit was titrated. U2OS GPR55 beta-arrestin-GFP redistribution imaging; higher % means a stronger effect. hit rate 0.048% among 290,000;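 active means activation above 40% with more than 50 cells counted in the well; inconclusive means wells holding fewer than 50 cells, flagged as toxic or sparse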;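 further: U2OS osteosarcoma cells stably expressing GPR55 and beta-arrestin-GFP; plate controls were DMSO negative control for no effect and LPI positive control for full effect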
AID2073 = disruptors of CaV2.2 binding to Mint1 – biochemical, HTRF (AID 2073). inhibition, % at 20 µM, or IC50 in µM where a hit was titrated. HTRF protein-protein interaction, Mint1-CaV2.2; higher % means a stronger effect. hit rate 0.19% among 290,000; in the data active means inhibition mostly above about 51%, no sharp cut-off; inconclusive means no clear call, values can overlap the other calls; inactive means mostly below about 53%; further: some results filed as inactive read as strong as hits
NTR1 agonist cell count 20 µM = second read-out of NTR1 agonist, no call of its own (marks repeat the call); cell count; measured here: cell count, cytotoxicity flag
NS5 inhibitors pilot replicate = also measured in NS5 inhibitors; calls as there; inhibition, %; measured here: pilot screen replicate inhibition
* hit, by the source's call; i = inactive; ? = inconclusive; nt = no result given.

A first look (2 entries):
SMILES | NS5 inhibitors | MgcRacGAP inhibition | NTR1 agonist | NTR1 agonist cell count 20 µM | Large T inhibition | Yfh1-depleted yeast | GPR35 arrestin U2OS | GPR55 LPI antagonism | GPR55 activation | AID2073 | others
CSc1ncccc1C(=O)OCC(=O)Nc1cc(C(F)(F)F)ccc1N1CCOCC1 | -4.7% | 3.1% | 1.8 | 63 | 20.2% | i | -11.0% | 1.4% | 0.3% | -0.9%
FC(F)(F)COc1ccc(-c2nnc(SCc3ccccc3)o2)cn1 | 14.8% | 0.8% | -0.4 | 62 | 10.5% | i | 2.2% | 9.2% | -0.2% | 14.0%

Results (from the top)
SMILES | NS5 inhibitors | MgcRacGAP inhibition | NTR1 agonist | NTR1 agonist cell count 20 µM | Large T inhibition | Yfh1-depleted yeast | GPR35 arrestin U2OS | GPR55 LPI antagonism | GPR55 activation | AID2073 | others
CSc1ncccc1C(=O)OCC(=O)Nc1cc(C(F)(F)F)ccc1N1CCOCC1 | -4.7% | 3.1% | 1.8 | 63 | 20.2% | i | -11.0% | 1.4% | 0.3% | -0.9%
FC(F)(F)COc1ccc(-c2nnc(SCc3ccccc3)o2)cn1 | 14.8% | 0.8% | -0.4 | 62 | 10.5% | i | 2.2% | 9.2% | -0.2% | 14.0%
CC(=O)NS(=O)(=O)c1ccc(NC(=O)COc2ccc(C(=O)c3ccccc3)cc2)cc1 | -5.2% | 3.9% | -0.5 | 56 | 3.4% | i | 22.6% | 4.4% | -0.3% | 3.9%
CC(=O)Nc1cc(C(=O)OCC(=O)c2ccccc2)ccc1C | -10.4% | -8.8% | 0.4 | 51 | 4.3% | i | 11.4% | -4.0% | -0.1% | 1.4%
CCOc1ncccc1C(=O)OCC(=O)c1cccs1 | 2.4% | 3.7% | -1.5 | 54 | 4.0% | i | -9.1% | -4.6% | 0.0% | -3.3%
Cc1c(C(=O)Nc2cccc([N+](=O)[O-])c2)sc2ncn(CC(=O)N3CCOCC3)c(=O)c12 | -4.4% | 4.5% | -0.8 | 67 | 16.8% | nt | -4.5% | -7.2% | -0.1% | 1.3%
COc1ccccc1N1CCN(Cc2ccsc2)CC1 | -9.5% | 25.3% | -1.6 | 89 | 15.8% | i | 4.8% | 5.9% | -0.1% | 0.4% | NS5 inhibitors pilot replicate=-5.3
Cc1sc2nc(CSc3n[nH]c(N)n3)[nH]c(=O)c2c1C | nt | nt | -1.1 | 75 | 8.5% | i | -16.7% | 0.5% | -0.3% | -3.9%
O=C(c1ccco1)N1CCN(C(=O)C2CCCc3c2[nH]c2ccc(Cl)cc32)CC1 (stereo not drawn) | -2.8% | 16.5% | -0.5 | 49 | 6.0% | i | -7.8% | 1.6% | -0.2% | -5.7%
Cn1c(Cl)nc2c1c(=O)n(Cc1cccc(Br)c1)c(=O)n2C | 3.4% | 8.2% | 5.8 | 60 | 2.5% | i | 16.0% | -2.0% | -0.3% | 0.1%
CCO[C@H]1OC(C(=O)N2CCN(Cc3ccc4c(c3)OCO4)CC2)=C[C@@H](C2CC2)[C@@H]1CCCO | -5.5% | 3.6% | -0.4 | 52 | 3.3% | i | -21.5% | -0.3% | 0.1% | -5.8%
O=C(O)C1C2C=CC(C2)C1C(=O)NCc1ccccc1 (stereo not drawn) | -13.2% | 6.4% | -2.6 | 93 | 13.2% | nt | nt | nt | nt | nt
CC(C)CC1NC2(C(=O)N(C)c3ccccc32)C2C(=O)N(C(C)C)C(=O)C12 (stereo not drawn) | -4.2% | -2.3% | 0.1 | 52 | 6.3% | i | -0.2% | 8.1% | 0.6% | -3.6%
COc1cccc(-c2noc(CCC(=O)NC3CCCC3)n2)c1 | 2.0% | 6.0% | 0.6 | 84 | 5.8% | nt | -18.2% | 4.7% | -0.1% | 0.0%
O=C(COC(=O)C1CCC1)NCc1ccccc1 | -0.7% | 7.7% | -0.3 | 43 | 17.9% | nt | nt | nt | nt | nt
Cc1csc(=O)n1CCC(=O)OCC(=O)c1ccc(Br)cc1 | -2.9% | -3.0% | -0.5 | 49 | 12.6% | nt | nt | nt | nt | nt
Cc1cc(C)c2[nH]c(=O)c(CN(Cc3cccs3)C(=S)NCc3ccco3)cc2c1 | -12.3% | 3.7% | 12.9 | 48 | 10.3% | i | 8.9% | 4.2% | -0.2% | 7.3%
Cc1cc(C)nc(SCC(=O)Nc2ccc(S(=O)(=O)N3CCCCC3)cc2)n1 | -12.3% | 3.4% | -1.9 | 63 | 2.4% | i | 10.7% | 2.4% | -0.1% | -9.8% | NS5 inhibitors pilot replicate=-3.3
CCC1=C(OC(=O)N(CC)CC)N2C(=O)OC(=NCC(=O)OC)[C@]2(C)[C@H]2C1=CC[C@H]1C(=O)N(CC(=O)OC)C(=O)[C@H]12 | -2.7% | 16.3% | 1.0 | 48 | 0.8% | i | -14.0% | 15.1% | -0.1% | -5.6%
O=C(O)c1cccn2c(=O)c3ccccc3nc12 | -3.2% | 3.7% | -7.5 | 90 | -1.1% | i | -5.3% | 7.3% | 0.2% | 13.8%
c1ccc(C(c2nnnn2C2CCCC2)N2CCN(c3nc4ccccc4s3)CC2)cc1 (stereo not drawn) | 0.8% | 3.7% | -0.6 | 51 | 19.7% | i | 8.5% | 8.0% | 0.3% | 11.7%
COc1cccc(C2C(C(=O)c3cccs3)=C(O)C(=O)N2CCCn2ccnc2)c1OC (stereo not drawn) | nt | nt | nt | nt | nt | nt | 1.8% | -6.2% | -0.1% | -4.0%
Cc1ccc(OCC(=O)NNC(=O)C2CCN(c3ncccn3)CC2)cc1 | -4.8% | 6.7% | 0.6 | 27 | -1.4% | i | 3.7% | 3.6% | 0.0% | ?
Cn1c(=O)oc2cc(S(=O)(=O)NC3CCN(Cc4ccccc4)CC3)ccc21 | 0.0% | 10.0% | 1.1 | 74 | 3.1% | i | -10.9% | -4.6% | -0.4% | -2.8%
O=c1c(-c2cccc([N+](=O)[O-])c2)[n+]([O-])c2ccccc2n1O | -1.6% | 12.5% | -0.1 | 68 | 13.9% | i | 2.3% | 7.4% | -0.1% | -1.3%
CC(=O)c1cccc(NC(=O)/C=C/c2ccc([N+](=O)[O-])s2)c1 | -3.2% | 9.6% | nt | nt | 3.2% | i | 7.3% | -12.4% | -0.4% | 7.3%
N=c1c2c3c(sc2nc2n1CCC2)CCCC3 | -0.7% | 13.9% | 3.4 | 56 | 3.2% | i | 12.9% | 3.9% | -0.2% | 16.8%
Cc1cc(NS(=O)(=O)c2ccc(NC(=O)c3cccc(OC(F)F)c3)cc2)nc(C)n1 | nt | nt | 0.1 | 58 | 22.0% | i | -2.0% | -1.6% | -0.1% | -1.8%
Cc1nn(C)cc1/C=C1\SC(=S)NC1=O | -5.7% | -1.1% | -0.5 | 88 | 25.9% | i | -1.8% | -11.4% | 0.0% | 0.2%
CC(C)NC(=O)CC(=O)N/N=C/c1ccc(Br)cc1 | -4.7% | 3.0% | -1.2 | 42 | -17.9% | i | 15.5% | 4.2% | -0.1% | -7.2%
CCCN1CCC(NC(=O)C2CCCCC2C(=O)O)CC1 (stereo not drawn) | 1.9% | 4.5% | -1.2 | 62 | 14.8% | nt | -9.3% | -5.2% | 0.2% | 15.3%
CC1CN(C(=O)Cc2ccc(-c3ccccc3)cc2)CC(C)O1 (stereo not drawn) | -1.6% | 3.4% | 1.5 | 70 | 10.4% | i | 12.4% | 8.9% | -0.1% | 0.2%
O=C(CC1SC(N2CCCC2)=NC1=O)Nc1ccc(C(=O)N2CCCC(C(F)(F)F)C2)cc1 (stereo not drawn) | 25.2% | 4.7% | 0.4 | 64 | 8.0% | nt | nt | nt | nt | nt
O=C(Nc1ccccc1N1CCOCC1)c1cnccn1 | 4.8% | 8.6% | -1.6 | 71 | 2.3% | nt | 25.2% | 6.8% | 0.0% | 1.3%
CC(=O)c1ccc(N2CCN(S(=O)(=O)c3cccc(S(=O)(=O)N4CCOCC4)c3)CC2)cc1 | 1.5% | 5.8% | -0.8 | 55 | 6.8% | i | 4.0% | 4.6% | -0.1% | 14.9%
C/C(=N/NC(=O)c1ccncc1)C1=C(O)CC(C)(C)CC1=O | -4.8% | 2.2% | 0.0 | 36 | -9.2% | i | -7.5% | -0.4% | -0.8% | -7.6%
O=C(COc1ccc(Cl)cc1)NC1=NN(c2ccccc2)C(=O)C1 | -1.3% | 4.9% | 5.1 | 75 | 18.7% | i | -12.0% | -3.9% | ? | 21.1%
COc1ccc(OC)c(NC(=O)Cc2ccc(NC3=NC4CS(=O)(=O)CC4S3)cc2)c1 (stereo not drawn) | -5.5% | 7.0% | -0.1 | 54 | 7.7% | nt | -1.4% | -1.8% | 0.6% | -2.8%
COc1ccc(C2C(C(=O)/C=C/c3ccco3)=C(O)C(=O)N2CCN2CCOCC2)cc1 (stereo not drawn) | 5.9% | 5.9% | 0.0 | 70 | 16.3% | i | -12.9% | -6.8% | 0.9% | 25.0%
O=C(Nc1ccc(F)cc1)NC1CCCCCCC1 | -4.5% | 0.1% | 1.5 | 72 | 8.0% | nt | 10.1% | 0.1% | -0.1% | 1.0%
CCC(C)n1ncn(-c2ccc(N3CCN(c4ccc(O)cc4)CC3)cc2)c1=O (stereo not drawn) | 5.1% | ? | 3.9 | 66 | ? | i | 1.7% | 6.6% | 0.3% | -44.9%
CC(C(=O)c1ccc(Br)cc1)[n+]1cccc2ccccc21 (stereo not drawn) | nt | -13.7% | -3.5 | 70 | 9.6% | nt | 5.8% | 4.3% | 0.0% | 9.4%

Three compounds out of the list, ordered by number of heavy atoms, high to low.
SMILES | NS5 inhibitors | MgcRacGAP inhibition | NTR1 agonist | NTR1 agonist cell count 20 µM | Large T inhibition | Yfh1-depleted yeast | GPR35 arrestin U2OS | GPR55 LPI antagonism | GPR55 activation | AID2073 | others
CCC(C)n1ncn(-c2ccc(N3CCN(c4ccc(O)cc4)CC3)cc2)c1=O (stereo not drawn) | 5.1% | ? | 3.9 | 66 | ? | i | 1.7% | 6.6% | 0.3% | -44.9%
C/C(=N/NC(=O)c1ccncc1)C1=C(O)CC(C)(C)CC1=O | -4.8% | 2.2% | 0.0 | 36 | -9.2% | i | -7.5% | -0.4% | -0.8% | -7.6%
CC(C(=O)c1ccc(Br)cc1)[n+]1cccc2ccccc21 (stereo not drawn) | nt | -13.7% | -3.5 | 70 | 9.6% | nt | 5.8% | 4.3% | 0.0% | 9.4%

High-throughput results deposited in PubChem BioAssay by several laboratories.
